DT40 TDP1 CPT = DT40-hTDP1 cell growth loss with CPT. chicken DT40 Tdp1-/-;hTDP1 cells + 20 nM CPT, ATP luminescence, 48 h. Potency, µM (titrated, usually from 46.2 µM), for inactives: at the top dose activity change, negative = growth inhibition, most hits filed as inhibitors. 420,000 tested, 12% active. AID 686979; also: nearly all actives have a fitted effect of over 55% in size
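Chicken DT40 Tdp1-/- cells stably complemented with human TDP1 were seeded at 400 cells/well in medium containing 20 nM camptothecin, exposed to pin-transferred compounds, and grown at 37 °C for at least 48 hr. Viability was read as ATP luminescence.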
FEN1 inh = inhibitors of human flap endonuclease 1. Recombinant FEN1 flap cleavage, fluorescence, 15 min. Potency, µM (top dose mostly 114 µM), inactives show at the top dose activity change, negative = inhibition, actives largely listed as inhibitors. 390,000 tested, 0.35% active. AID 588795. P39748; also: nearly all actives have a fitted effect of over 65% in size
Target sequence (P39748 whole entry, looked up): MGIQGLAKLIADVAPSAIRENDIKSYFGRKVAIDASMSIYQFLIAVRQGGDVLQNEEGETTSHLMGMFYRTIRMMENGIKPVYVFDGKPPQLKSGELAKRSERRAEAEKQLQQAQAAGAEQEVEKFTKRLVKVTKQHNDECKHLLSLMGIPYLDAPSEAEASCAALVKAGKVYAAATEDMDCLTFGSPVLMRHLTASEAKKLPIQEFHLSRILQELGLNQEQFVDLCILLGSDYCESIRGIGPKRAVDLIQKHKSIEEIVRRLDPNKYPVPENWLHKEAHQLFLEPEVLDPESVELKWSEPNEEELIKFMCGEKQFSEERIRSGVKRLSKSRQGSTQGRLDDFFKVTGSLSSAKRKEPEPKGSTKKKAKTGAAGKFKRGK
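With each library titrated from low to high concentration, compounds met 10 nM FEN1 for 15 min at room temperature before 50 nM substrate was added; readings at 0 and 15 min fed four-parameter Hill curve fits.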
N370S GC = inhibitors or activators of N370S glucocerebrosidase for Gaucher disease; P04062; N370S GC spleen homogenate, 4MU-glucoside fluorescence; Potency, µM (titrated, usually from 59.4 µM), inactives show at the highest dose activity change, negative = inhibition, usual class: inhibitors; 330,000 tested, 0.092% active; AID 2101;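 also: 0% = full enzyme activity and -100% = no enzyme basal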
Active calls of the source: *; ? = inconclusive; . = not tested or not shown; & = joins results of further samples. Calls follow the shape of the dose curve; as a rule, active = well fitted curve in the direction sought with a large enough effect; inconclusive = small, poorly fitted or top-dose-only effect, or another doubt; inactive = no such curve, though single readings can be large; an effect the other way counts as inactive or inconclusive. Unless noted, % is scaled to controls: 0 for no effect and ±100 for the full control effect; potency is read from the fitted curve at half-maximal effect. A portion of the library. The share of hits here may be higher or lower than overall.

SMILES	DT40 TDP1 CPT	FEN1 inh	N370S GC
N/C(CCS(=O)(=O)c1ccc(Cl)cc1)=N\OC(=O)c1ccccc1Cl	-19.7%	4.1%	1.5%
O=C(CS(=O)(=O)Cc1ccccc1)Nc1ccc2c(c1)OCO2	-0.6%	-1.8%	15.3%
O=C(CC(Nc1cccc(Cl)c1Cl)C(=O)OCC(=O)c1cccs1)c1ccccc1 (configuration not stated)	-1.3%	-12.7%	8.0%
O=C(NCc1ccccc1)C1CCN(C(=O)Cc2ccccc2)CC1	13.0%	5.9%	3.3%
CC1CCC(NC(=O)c2ccc3nc[nH]c3c2)CC1 (configuration not stated)	-14.7%	1.0%	?
CCN(CC)c1ccc(NS(=O)(=O)c2ccc(-c3cnc(C4CC4)o3)cc2)c(C)c1	11.6µM*	-0.6%	.
COc1ccc(CC(=O)NNS(=O)(=O)c2ccccc2[N+](=O)[O-])cc1OC	7.0%	5.9%	2.2%
CCOC(=O)[C@H]1[C@H]2COc3ccc(Br)cc3[C@H]2N2C(=O)CN(CCc3c[nH]c4ccccc34)C(=O)[C@@]12C	?	-3.1%	.
O=C(CNC(=O)c1cccs1)N=Nc1c(O)[nH]c2ccc([N+](=O)[O-])cc12	-11.1%	2.7%	3.0%
O=C(CSc1oc(-c2cccs2)nc1S(=O)(=O)c1ccc(F)cc1)NCC1CCCO1 (configuration not stated)	?	-4.7%	0.7%
CN(CC(=O)Nc1cccc(F)c1)C(=O)c1ccc2c(c1)S(=O)(=O)N=C1CCCCCN12	3.8%	-5.3%	27.8%
CCCCC[C@H](O)/C=C/[C@H]1CCC(=O)[C@@H]1CCCCCCC(=O)N1CCCCC1CO (some centres not stated)	23.1µM*	-20.3%	-8.1%
Cc1ccc(OCC(=O)Nc2ccc(-c3nc4ccc(C)cc4o3)cc2)cc1	16.4µM*	-7.3%	.
CN1CCN(C(=O)Cn2ncc3c4ccccc4n(Cc4ccc(Cl)cc4)c3c2=O)CC1	23.1µM*	-11.2%	.
CCCc1nc(SCC(=O)Nc2cc(C)on2)c2ccccc2n1	?	-3.1%	-2.1%
O=C(NC1=NCCS1)C12CC3CC(CC(C3)C1)C2	-3.2%	-2.7%	-11.2%
CCNC(=S)N/N=C(\C)c1cccc(C(F)(F)F)c1	?	-5.9%	-19.3%
COc1ccc(OCc2nnc3n2N=C(c2ccc(Br)cc2)CS3)cc1	?	-11.3%	5.0%
COCC(=O)N(Cc1ccco1)c1nnc(C2CCOC2)s1 (configuration not stated)	-13.2%	-10.5%	5.6%
CC(C)(C)OC(=O)N[C@@H](C(=O)OC(C)(C)C)c1ccc2ccccc2c1	?	-1.8%	.
Cc1c(C)n(Cc2ccccc2)c2ncnc(NN)c12	?	13.0%	-3.6%
O=C(CN1CCCC1)Nc1cccc(Cl)c1Cl	8.3%	-2.5%	-17.0%
COc1ccc(CCNC(=O)C/C(C)=N/NC(=O)Cc2cccc3ccccc23)cc1OC	4.5%	0.5%	0.2%
O=C(CCN1C(=O)c2ccncc2C1=O)Nc1cc(F)ccc1F	-2.9%	-0.8%	1.3%
COc1ccccc1N(C)S(=O)(=O)c1ccc(C(=O)NCC(C)C)cc1	-20.1%	-1.1%	6.7%

Compounds shown so far with an aryl methoxy group, in the order listed:
SMILES	DT40 TDP1 CPT	FEN1 inh	N370S GC
COc1ccc(CC(=O)NNS(=O)(=O)c2ccccc2[N+](=O)[O-])cc1OC	7.0%	5.9%	2.2%
COc1ccc(OCc2nnc3n2N=C(c2ccc(Br)cc2)CS3)cc1	?	-11.3%	5.0%
COc1ccc(CCNC(=O)C/C(C)=N/NC(=O)Cc2cccc3ccccc23)cc1OC	4.5%	0.5%	0.2%
COc1ccccc1N(C)S(=O)(=O)c1ccc(C(=O)NCC(C)C)cc1	-20.1%	-1.1%	6.7%

Later entries:
SMILES	DT40 TDP1 CPT	FEN1 inh	N370S GC
Cc1cc(NC(=O)CCC(=O)N(Cc2ccco2)C(C(=O)NC2CCCC2)c2ccccc2F)no1 (configuration not stated)	-2.0%	9.2%	1.8%
Cc1nc2c(-c3ccccc3)c(C)nn2c(N)c1-c1ccccc1	20.6µM*	-0.1%	?
COCCN1CC(C(=O)N2CCC(Oc3ccccc3OC)CC2)CCC1=O (configuration not stated)	9.8%	5.5%	1.1%
O=C(CCCC(=O)Nc1cccc(Br)c1)N/N=C/c1cc([N+](=O)[O-])ccc1O	5.8µM*	-11.4%	-17.4%
CC(=O)Nc1ccc(C(=O)OCC(=O)c2ccc(F)cc2)cc1	-5.6%	-1.0%	5.5%
Cc1ccc(N(c2ncnc(N)c2[N+](=O)[O-])C2CCCCC2)cc1	?	-8.1%	.
N#Cc1ccccc1CSc1nc(N)cc(N)n1	-5.5%	-2.5%	-1.2%
CC1=CC(C)(C)N2C(=O)C3(C(C#N)=C(N)Oc4cc(C)oc(=O)c43)c3cc(C)cc1c32 (configuration not stated)	-6.3%	-15.2%	.
CCCCN(CCO)CCCC	13.5%	8.1%	-9.9%
Cc1nc2c(Cl)c(C)nn2c2c1CCC2	-20.2%	-3.0%	12.8%
C=CCNC(=O)c1ccccc1NC(=O)c1ccccc1SC	-0.6%	-2.5%	-18.6%
Cc1nn(-c2ccccc2)c(Cl)c1/C=N/Nc1nnc(C)c(=O)[nH]1	?	-4.3%	1.8%
Cn1c(=O)n(C)c2cc3[nH]cnc3cc21	-11.1%	3.6%	-26.9%
COC(=O)c1ccc(C(=S)N2CCCCC2)cc1	-6.0%	13.4%	1.7%
CNC(=O)C1CCC(Cn2c(=O)c3sccc3n(CC(=O)NCc3ccccc3)c2=O)CC1 (configuration not stated)	?	7.7%	.
Cn1sc(=O)c2cc(S(=O)(=O)NC3CC3)ccc21	2.91µM*	-25.3%	3.9%
COc1cccc(CNC(=O)CSc2nc(=O)n(Cc3ccncc3)c3c2CCC3)c1	-4.9%	-6.3%	-7.1%
O=C(Nc1nnc(CCOCCOCCc2nnc(NC(=O)c3ccco3)s2)s1)c1ccco1	-11.4%	-5.9%	2.2%
Cc1ccc(C(Sc2ccccc2)C(Cn2cncn2)C(=O)c2ccccc2)cc1 (configuration not stated)	?	7.7%	-2.4%
Nc1c(C(=O)NCc2ccco2)sc2nc(N3CCOCC3)c3c(c12)CCCC3	?	-5.8%	-9.1%
CCOCCCn1c(SCC(=O)Nc2ccc(C(C)C)cc2)nc2c(sc3ccccc32)c1=O	-23.2%	14.0%	.
O=C(CSc1n[nH]c(-c2ccccc2)n1)NC1CCCCC1	2.1%	8.4%	-12.3%
COc1cc(/C=N/NS(=O)(=O)c2ccc3ccccc3c2)ccc1OCCN1CCOCC1	6.2%	-3.4%	-8.1%
CCOc1cc(CNCCc2ccc(S(N)(=O)=O)cc2)ccc1OCC(=O)NC(C)(C)C	?	7.7%	-20.4%
Cc1ccc2c(c1)ncc[n+]2CC(=O)c1ccc(F)cc1	10µM*	-19.8%	.

Continuation:
SMILES	DT40 TDP1 CPT	FEN1 inh	N370S GC
CC(OC(=O)c1nsc(Cl)c1Cl)C(=O)NC1CCCCC1 (configuration not stated)	-9.6%	-1.7%	-1.0%
CCOc1cc(N2CCOCC2)c(OCC)cc1NC(=O)C1CC(=O)N(c2ccccc2OCC)C1 (configuration not stated)	-11.4%	16.3%	.
CCC1(C)COC(C)(CC(=O)NNC(=O)Nc2ccccc2)OC1 (configuration not stated)	11.3%	4.0%	-2.1%
O=c1nc(N2CCCCCC2)nc(N2CCCCCC2)[nH]1	-20.4%	-8.0%	12.3%
CC(=O)Nc1nc(=S)ss1	-27.8%	-11.3%	4.3%
S=C(NCCc1ccccn1)Nc1ccccc1Cl	-1.4%	21.9%	14.1%
CC(C)Oc1ccc(CC2CCC(=O)N(C)C2=O)cc1 (configuration not stated)	26.6%	-0.3%	-2.0%
C/C(=N\NC(=O)COc1ccc(C)cc1[N+](=O)[O-])c1cccs1	?	-2.4%	6.1%
C/C(=N\Nc1nccnc1Cl)c1ccc(Cl)c(Cl)c1	-4.9%	-0.2%	-1.8%
COc1cc2c(c(OC)c1OC)C(=O)C(=Cc1ccccc1)O2	?	?	.
O=C(CN1C(=O)COc2ccccc21)N1CCc2ccccc21	?	4.7%	3.1%
COc1ccc(-c2nn(-c3ccccc3)cc2/C=N/N=C(N)N)cc1OC	23.1µM*	?	-14.2%
Cc1ccc(NS(=O)(=O)c2cccc(C(=O)N/N=C/c3ccc4c(c3)OCCO4)c2)c(C)c1	-16.1%	3.9%	0.1%
CCN(CC(=O)Nc1ccc2c(c1)OCCO2)C(=O)c1cc(S(=O)(=O)N2CCOCC2)ccc1F	0.6%	5.6%	0.3%
O=C1C2CC(O)CN2C(=S)N1Cc1ccccc1 (configuration not stated)	19.8%	4.5%	3.8%
CCOc1ccc(NC(=O)COC(=O)c2ccccc2OCC(=O)N(C)C)cc1	-16.1%	11.6%	.
O=C(c1ccc(NC2=NC3CS(=O)(=O)CC3S2)cc1)N1CCN(c2ccc(F)cc2)CC1 (configuration not stated)	-14.2%	-13.7%	1.0%
Fc1ccccc1COc1ccc(Br)cc1CNCc1ccncc1	?	-1.1%	-21.0%
COc1ccc(NC(=O)CSC2=Nc3ccccc3C3=NC(CC(=O)NCCc4ccccc4)C(=O)N23)cc1 (configuration not stated)	-16.9%	-24.3%	.
O=C(NCc1ccc2c(c1)OCO2)c1ccc(C2SCC(=O)N2Cc2ccco2)cc1 (configuration not stated)	?	13.0%	-1.5%
OCCNCc1cccc(-c2ccccc2)c1O	19.0%	11.2%	.
COC(=O)c1ccc(NC(=O)CSc2nc(=O)cc(N)n2-c2ccccc2)cc1	-25.8%	-0.5%	-5.0%
COc1cccc(C2=CC(=O)CC(c3ccco3)C2)c1 (configuration not stated)	?	-8.8%	.
CN(C)CCC(O)(c1ccccc1)c1ccccc1Cl (configuration not stated)	3.5%&7.9%	2.1%	.
Cc1c(NC(=O)c2ccc(N(Cc3ccccc3)S(C)(=O)=O)cc2)c(=O)n(-c2ccccc2)n1C	3.2%	1.9%	1.6%

Looked up by structure from the entries so far, six records:
SMILES	DT40 TDP1 CPT	FEN1 inh	N370S GC
O=C(CS(=O)(=O)Cc1ccccc1)Nc1ccc2c(c1)OCO2	-0.6%	-1.8%	15.3%
O=C(c1ccc(NC2=NC3CS(=O)(=O)CC3S2)cc1)N1CCN(c2ccc(F)cc2)CC1 (configuration not stated)	-14.2%	-13.7%	1.0%
CC(=O)Nc1ccc(C(=O)OCC(=O)c2ccc(F)cc2)cc1	-5.6%	-1.0%	5.5%
C/C(=N\Nc1nccnc1Cl)c1ccc(Cl)c(Cl)c1	-4.9%	-0.2%	-1.8%
O=C(CN1C(=O)COc2ccccc21)N1CCc2ccccc21	?	4.7%	3.1%
CCN(CC)c1ccc(NS(=O)(=O)c2ccc(-c3cnc(C4CC4)o3)cc2)c(C)c1	11.6µM*	-0.6%	.

(cont.)
SMILES	DT40 TDP1 CPT	FEN1 inh	N370S GC
COc1cc(N(C)C)c(OC)cc1/C=C/c1ccnc2ccccc12	10µM*	-2.5%	.
COc1ccc(CCNCc2csc3nc4ccccc4n23)cc1OC	11.6µM*	0.1%	-28.2%
CC(C)C(=O)NCc1cc(-c2ccc(Cl)cc2)no1	-2.7%	2.7%	3.9%
COc1ccccc1CNC(=O)COC(=O)CCN=C1NS(=O)(=O)c2ccccc21	13.5%	6.3%	-9.7%
Cn1c(=O)c2[nH]c(NN=Cc3ccc(F)cc3)nc2n(C)c1=O	-12.2%	12.4%	.
COc1ccc(C)cc1S(=O)(=O)N1CCN(C(=O)c2ncoc2-c2ccccc2F)CC1	-1.0%	0.0%	-4.2%
Cc1ccc(N(C(=O)c2csnn2)C(C(=O)NC2CCCCC2)c2ccccn2)cc1 (configuration not stated)	-10.0%	6.5%	-18.2%
Cc1cc(NCc2ccco2)nc2cc(O)ccc12	?	-3.2%	?
CCN(CC)C(=O)c1ccc(/C=C/c2c[nH]c3ccccc23)[n+](C)c1	-24.7%	4.6%	-27.5%

One compound at a time (already shown). Order of screens: DT40 TDP1 CPT, FEN1 inh, N370S GC
`Cc1ccc(N(C(=O)c2csnn2)C(C(=O)NC2CCCCC2)c2ccccn2)cc1` (configuration not stated) is entered as -10.0%, 6.5%, -18.2%
`CC(C)C(=O)NCc1cc(-c2ccc(Cl)cc2)no1` is entered as -2.7%, 2.7%, 3.9%
